Screens as filed in PubChem BioAssay.
TAAR1 antag = human TAAR1 antagonism | CHO RD-HGA16 TAAR1, Fluo-8 calcium fluorescence, antagonist | inhibition, % at 3 µM | hit rate 1.5% among 360,000 | AID 624466;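 active = inhibition above a per-plate cutoff, the mean inhibition of test compounds on that plate plus 3 SD, cut at about 49% in these data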;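 also: 0% = DMSO plus EC80 beta-PEA response and 100% = DMSO alone without agonist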
Target sequence (Q96RJ0 whole entry, looked up): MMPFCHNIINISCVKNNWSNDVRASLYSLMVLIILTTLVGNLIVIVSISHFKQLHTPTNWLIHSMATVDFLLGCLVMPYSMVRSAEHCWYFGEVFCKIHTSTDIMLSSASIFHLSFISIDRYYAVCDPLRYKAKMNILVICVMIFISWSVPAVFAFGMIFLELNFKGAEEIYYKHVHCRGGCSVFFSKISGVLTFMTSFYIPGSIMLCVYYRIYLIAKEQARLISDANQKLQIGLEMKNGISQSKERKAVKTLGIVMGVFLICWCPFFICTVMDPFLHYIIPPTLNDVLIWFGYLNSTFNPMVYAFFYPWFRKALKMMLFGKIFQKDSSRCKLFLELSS
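Assay system: RD-HGA16 CHO cells with stable hTAAR1 and Gα16 / Reagent: EC80 β-phenethylamine stimulus / Doses: 3 µM, single point / Timing: dye loading 75 min at 37 °C, then 30 min room temperature / Measured by: Fluo-8 intracellular calcium dye fluorescence, real-time kinetic reads / Controls: vehicle wells and EC80 agonist wells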
CHRM5 agonist = CHRM5 agonism in calcium assay; P08912; CHO-K1 hM5 cells, Fluo-8 calcium fluorescence; 0% DMSO wells, 100% maximal acetylcholine response; activation, % at 3 µM; hit rate 0.19% among 360,000;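 active = activation above the run's mean over test compounds plus 3 SD, cut at about 23% in these data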;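 also: signal is peak over basal fluorescence ratio across the kinetic read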
Target sequence (P08912 whole entry, looked up): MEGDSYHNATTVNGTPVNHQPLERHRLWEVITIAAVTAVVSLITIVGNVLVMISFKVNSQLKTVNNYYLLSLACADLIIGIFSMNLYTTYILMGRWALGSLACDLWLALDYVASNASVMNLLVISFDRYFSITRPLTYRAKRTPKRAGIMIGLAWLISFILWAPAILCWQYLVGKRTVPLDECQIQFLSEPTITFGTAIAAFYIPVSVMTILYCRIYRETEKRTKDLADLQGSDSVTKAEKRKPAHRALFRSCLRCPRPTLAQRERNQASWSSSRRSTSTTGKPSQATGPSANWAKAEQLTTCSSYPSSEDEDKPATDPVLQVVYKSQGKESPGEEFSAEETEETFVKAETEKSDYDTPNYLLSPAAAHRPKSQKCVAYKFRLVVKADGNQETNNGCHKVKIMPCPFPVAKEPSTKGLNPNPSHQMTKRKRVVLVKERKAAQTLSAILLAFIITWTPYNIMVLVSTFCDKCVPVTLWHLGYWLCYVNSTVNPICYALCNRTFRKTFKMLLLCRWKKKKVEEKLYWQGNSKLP
CRFR2-BP ag = CRF-BP/CRF-R2 complex agonism; HEK293 CRF-R2/CRF-BP, calcium dye fluorescence (FLIPR); percent of saturating CRF peptide response; hit rate 0.46% among 350,000; activation, % at 13.2 µM; AID 588473;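 active = activation of at least 50%, plus an integration ratio under a set limit after plate pattern correction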;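 also: plate controls were neutral control wells without compound for no effect and CRF at EC100 for full effect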
TAAR1 agonist = agonists of human TAAR1; Q96RJ0; hit rate 0.99% among 360,000; activation, % at 3 µM; CHO RD-HGA16 TAAR1, Fluo-8 calcium fluorescence; vehicle wells 0%, saturating PEA agonist 100%;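 active = activation above the mean activation of all test compounds in the run plus 3 SD, cut at about 38% in these data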
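Assay system: CHO-derived RD-HGA16 cells with stable Gα16 and human TAAR1; timing: 17-24 h seeding, 75 min 37 °C dye, 30 min RT; read-out: % activation from peak over basal fluorescence ratio, DMSO-to-PEA scaled; measured by: kinetic Fluo-8 calcium fluorescence; benchmarks: low control DMSO, high control PEA (EC100); doses: 3 µM single concentration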
CHRM5 antagonist = antagonists of human muscarinic M5 receptor (CHRM5); P08912; CHO-hM5 cells, Fluo-8 calcium fluorescence, ACh EC80; inhibition, % at 3 µM; hit rate 0.59% among 360,000;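 active = inhibition above a per-plate cutoff, the mean of that plate's test compounds plus 3 SD, cut at about 27% in these data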;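 also: 0% = acetylcholine EC80 with DMSO and 100% = DMSO without agonist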
CRFR2-BP antag = antagonists of CRF-binding protein/CRF-R2 receptor complex; hit rate 0.59% among 350,000; HEK293 CRF-R2/CRF-BP, CRF-induced calcium fluorescence; inhibition, % at 11.8 µM;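 active = inhibition of the ligand-induced calcium signal above about 50% at the single tested concentration, limit read from the data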
M5 PAM = positive allosteric modulators of human muscarinic M5 receptor; hit rate 0.3% among 360,000; activation, % at 3 µM; CHO-K1 hM5, Fluo-8 calcium, ACh EC20 PAM; 0% = ACh EC20, 100% = ACh EC100; P08912;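 active = activation above the run cutoff, the mean activation of all test compounds plus 3 SD, cut at about 18% in these data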
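system = human M5 receptor in CHO-K1 cells | compound = one concentration, 3 µM final (nominal) | schedule = Post-acetylcholine fluorescence recording 140 s | signal = Fluo-8 calcium dye fluorescence, kinetic read | benchmarks = low control EC20 acetylcholine (0%), high control EC100 acetylcholine (100%) | repeats = singlicate, one well per test compound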
CHO-K1 Ca PAM = nonselective activator or artifact in parental CHO-K1 calcium assay. hit rate 0.02% among 360,000. activation, % at 3 µM. AID 602247. ATP EC20, Fluo-8 calcium fluorescence; 0% at ATP EC20, 100% at ATP max;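 active = activation above the run cutoff, the mean activation of all test compounds plus 3 SD, cut at about 40% in these data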;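 also: peak over basal fluorescence ratio in a 140 s read after ATP addition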
CHRM4 PAM = positive allosteric modulators of human muscarinic M4 receptor; CHO-K1 hM4/Gqi5, Fluo-8 calcium fluorescence, ACh EC20; 0% = ACh EC20, 100% = maximal ACh; activation, % at 3 µM; hit rate 0.4% among 360,000; AID 624126;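 active = activation above its plate's cutoff, the mean activation of sample wells plus 3 SD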; also: some results filed as inactive read as strong as hits
Numbers without * were called inactive; x = no result given.

SMILES	TAAR1 antag	CHRM5 agonist	CRFR2-BP ag	TAAR1 agonist	CHRM5 antagonist	CRFR2-BP antag	M5 PAM	CHO-K1 Ca PAM	CHRM4 PAM
CCC(CC)C(=O)N(C)c1c(C)nc2c(OCC=C(C)C)cccn12	-38	0	x	3	0	x	0	0	4
CC(NC(=O)c1ccc(N)cc1)c1ccccc1 (stereo not drawn)	-26	0	0.8	2	14	8	4	-5	4
COc1cccc(C(=O)Cn2c(NCCCO)nc3ccccc32)c1	3	1	-0.2	1	3	3	0	9	2
CCn1c(SCC(=O)Nc2nc(C)c(C(=O)OC)s2)nnc1C(C)C	16	-5	0.7	7	-7	-8	7	17	4
CCN(CC)C(=O)C1CCN(CC2CC=CCC2)CC1 (stereo not drawn)	0	-1	7.4	21	-7	0	7	21	0
CCOc1ccc(NC(=O)CCN2CCCCC2)cc1	9	-4	-0.2	6	6	-6	-4	12	-2
CCS(=O)(=O)N1CCC(C(=O)NCCCN2CCCC2)CC1	-22	-1	-1.3	2	4	28	-1	3	7
O=C(CC1(O)C(=O)Nc2ccccc21)c1ccccc1 (stereo not drawn)	15	0	2.0	0	0	0	1	18	6
COc1ccc(NC(=O)Cn2c(=O)cnc3ccccc32)cc1S(=O)(=O)N1CCCCC1	10	0	0.6	0	3	2	0	14	6
O=C(CN1CCN(c2ccccn2)CC1)Nc1ccc(OCc2ccccc2)cc1	13	4	1.5	13	1	-29	-10	0	4
O=C(O)c1ccc(S(=O)(=O)N2CCCCCC2)cc1	3	-9	-1.7	1	-7	8	7	9	3
Cc1ccc(C)c(C(=O)COC(=O)c2ccc(Br)o2)c1	15	-13	6.0	3	-2	19	-25	-21	-10
NC(N)=Nc1nc(CCN2C(=O)c3ccccc3C2=O)cs1	2	-3	-0.8	7	-4	-4	0	15	-4
CS(=O)(=O)NN1C(=O)c2ccccc2NC1c1cccc(O)c1 (stereo not drawn)	-5	-4	3.9	1	-3	-3	-2	17	-4
COC(=O)[C@H](CCSC)NC(=O)NCc1ccccc1F	-6	1	1.9	3	-2	3	0	-1	12

Part of the list above in order of length of the SMILES, falling:
SMILES	TAAR1 antag	CHRM5 agonist	CRFR2-BP ag	TAAR1 agonist	CHRM5 antagonist	CRFR2-BP antag	M5 PAM	CHO-K1 Ca PAM	CHRM4 PAM
O=C(CN1CCN(c2ccccn2)CC1)Nc1ccc(OCc2ccccc2)cc1	13	4	1.5	13	1	-29	-10	0	4
CCn1c(SCC(=O)Nc2nc(C)c(C(=O)OC)s2)nnc1C(C)C	16	-5	0.7	7	-7	-8	7	17	4
CS(=O)(=O)NN1C(=O)c2ccccc2NC1c1cccc(O)c1 (stereo not drawn)	-5	-4	3.9	1	-3	-3	-2	17	-4
Cc1ccc(C)c(C(=O)COC(=O)c2ccc(Br)o2)c1	15	-13	6.0	3	-2	19	-25	-21	-10
COC(=O)[C@H](CCSC)NC(=O)NCc1ccccc1F	-6	1	1.9	3	-2	3	0	-1	12
O=C(O)c1ccc(S(=O)(=O)N2CCCCCC2)cc1	3	-9	-1.7	1	-7	8	7	9	3
CCOc1ccc(NC(=O)CCN2CCCCC2)cc1	9	-4	-0.2	6	6	-6	-4	12	-2

(list continues)
SMILES	TAAR1 antag	CHRM5 agonist	CRFR2-BP ag	TAAR1 agonist	CHRM5 antagonist	CRFR2-BP antag	M5 PAM	CHO-K1 Ca PAM	CHRM4 PAM
N#CC1=C(N)NC(SCC(=O)Nc2ccccc2)=C(C#N)C12CCCC2	47	1	0.5	25	8	-10	-7	7	-3
COc1cc(C(=O)Nc2ccc(O)cc2C(=O)O)ccc1OC(C)=O	-12	1	0.6	6	4	-3	0	-12	12
CC(C)(C)NC(=O)C1Cc2ccccc2CN1S(=O)(=O)c1ccc(F)cc1 (stereo not drawn)	-3	-2	-0.8	4	3	-17	2	2	-5
CCCCn1c(N)c(N(CC(C)C)C(=O)C2CCN(S(=O)(=O)c3ccc(OCC)cc3)CC2)c(=O)[nH]c1=O	-18	-4	0.0	1	-3	2	7	5	-1
Cc1ccc(C)c(N2CCN(c3ccc4cc(S(=O)(=O)N5CCCCC5)ccc4n3)CC2)c1	-15	-2	3.5	-1	-22	6	18*	9	8
CC(=O)c1ccc(OCCCC(=O)NC2=NCCS2)cc1	20	2	-0.7	3	9	-15	-1	23	1
N#C/C(=C\c1c(Cl)cccc1Cl)c1nc2ccccc2o1	15	-3	2.5	-2	3	1	-3	-1	-7
O=C(O)c1cccc(-n2cccc2/C=C2/NC(=O)N(c3ccc(Cl)cc3)C2=O)c1	-13	5	0.1	0	1	12	3	15	4
Cc1cc(=O)n(C(C)(C)C)c(=O)n1Cc1ccccc1	-4	-5	-1.8	-3	6	1	-5	7	-2
S=C(NCC1CCCO1)N1CCN(c2cccc(Cl)c2)CC1 (stereo not drawn)	-21	-3	-1.1	3	2	15	-5	-5	1
COc1ccc(NC(=O)C2CCCN(c3nn4c(=O)cc(C)nc4s3)C2)cc1 (stereo not drawn)	-43	-1	-1.7	1	3	8	-6	2	-7
Cc1cc(OCc2ccc(C(=O)n3cccn3)o2)ccc1Cl	4	-8	7.8	5	-1	29	4	17	9
Cc1ccc(-n2ncc3c(Nc4c(C)n(C)n(-c5ccccc5)c4=O)ncnc32)c(C)c1	3	-1	-0.9	2	-4	8	2	-7	-6
COc1cc(-c2nnc(SCC(=O)O)n2-c2ccccc2)cc(OC)c1OC	2	3	-1.8	-1	7	11	-2	11	-1
O=C(CSc1nc2ccccc2n1CCc1ccccc1)N1CCOCC1	-16	-6	-1.9	10	-3	3	1	5	-3
O=C(c1cccc([N+](=O)[O-])c1)N1CCCC(C(=O)N2CCCCC2)C1 (stereo not drawn)	-22	-15	-2.3	0	2	-5	8	7	6
O=[N+]([O-])c1ccc2nc[nH]c2c1	-21	-3	-1.5	6	2	-4	10	-11	5
CN(CC1CCOCC1)C(=O)CC1C(=O)NCCN1CC1CCCCC1 (stereo not drawn)	3	-2	0.2	2	-4	1	2	-1	8
CC1CCN(C(=O)CN(Cc2ccc(F)cc2)S(C)(=O)=O)CC1	-1	-1	-1.4	0	8	0	-5	-6	-7
Cc1ccc(C(=O)OCC(=O)NNC(=O)c2ccccc2)c(O)c1	6	-3	-1.8	1	-2	20	0	8	12
CCN(CCNC(=O)C1CCN(S(=O)(=O)c2cccc3cccnc23)CC1)c1ccccc1	23	4	-0.5	4	3	2	-8	3	-10
COCC(=O)N1CCC2CC1c1c(-c3ccc(C(F)(F)F)cc3)cccc12 (stereo not drawn)	-38	-1	1.1	8	1	6	-4	-6	2
Cc1ccccc1NC(=O)C1CCN(C2=NS(=O)(=O)c3ccccc32)CC1	-12	3	0.3	1	13	11	-4	-10	2
COc1cccc(CC(=O)N(CCC2=CCCCC2)c2c(N)n(Cc3ccccc3)c(=O)[nH]c2=O)c1	3	4	8.2	5	3	-14	-4	-29	-5
Cc1cc(C)c2nc(NC(=O)CN3C(=O)NC4(CCCC4)C3=O)sc2c1	-4	2	-0.5	5	-4	-6	-1	-8	-8
C(=C\c1nc(-c2cccnc2)no1)/c1ccccc1	7	-2	-1.8	2	12	-2	-4	4	-5
O=C1NC[C@@H](Cc2cccc3ccccc23)N(CC2CCCCC2)C1=O	2	2	0.0	1	-17	-3	22*	9	7
Cc1nc2nc(-c3cccs3)cn2nc1C	-6	-1	5.3	8	-2	-12	8	7	-3
C[C@@H]1CC[C@H]2C(=O)N3[C@@H](CC[C@@H](C)[C@@H]3c3ccc(Br)cc3)C(=O)N2[C@H]1c1ccc(Br)cc1	18	1	2.2	18	14	-9	-3	8	12
CSc1nc2c(c(=O)[nH]1)C(c1cccs1)C1=C(CCCC1=O)N2 (stereo not drawn)	-2	-9	2.1	6	-1	10	6	10	-1
COc1ccc(/C=C2\SC(=S)N(CCCC(=O)N3CCN(C)CC3)C2=O)cc1	3	6	-0.9	1	11	-10	33*	-7	-3
Cc1ccccc1-c1nnc(SCCC(=O)N2CCOCC2)o1	-5	0	-3.3	1	8	25	-3	15	-2
Cc1ccc(C)n1CCN1CCN(C(=O)c2ccco2)CC1	3	-7	-2.1	13	2	8	-6	12	-3
C=C[C@@H]1c2c(F)cccc2N(S(=O)(=O)c2ccc(C)cc2)[C@H](c2ccc(OC(C)=O)cc2)C1(C#N)C#N	-9	-2	1.8	7	5	0	7	17	2
COc1ccc(-c2ccc3c(c2)S(=O)(=O)c2cccc(C(=O)NC4CCCC4)c2C3=O)cc1OC	25	4	11	14	5	-9	4	13	4
COc1ccccc1NS(=O)(=O)c1cccc(C(=O)N2CCN(C(=O)c3ccco3)CC2)c1	4	2	0.8	2	-6	3	2	-11	2
COc1cccc(C=Nc2ccccc2C#N)c1O	3	3	3.0	3	5	-4	0	20	0
C/C(=N\NC(=O)c1ccc([N+](=O)[O-])cc1)c1cccc([N+](=O)[O-])c1	10	1	-5.6	3	3	7	5	18	-2
COC(=O)c1ccccc1NC(=O)N1CCN(S(=O)(=O)c2ccc(Cl)cc2)CC1	-1	-4	1.9	5	3	10	-4	3	13
CC1CCCN(C(=O)Cn2c(=O)oc3ccccc32)C1 (stereo not drawn)	-11	-1	2.7	10	-2	-2	0	4	2
O=c1oc2cc(O[C@@H]3OC[C@@H](O)[C@H](O)[C@H]3O)ccc2c2ccccc12	-6	-5	-1.6	3	-4	-10	4	14	3
CCc1ccc(N(C(=O)CNC(=O)c2ccco2)C(C(=O)NC2CCCC2)c2ccncc2)cc1 (stereo not drawn)	1	-2	-0.6	0	17	0	-6	-10	-12
CCc1ccc(CNCc2cccs2)cc1	-32	-6	-3.9	4	5	11	6	20	1
COc1ccc(N2C(=O)C3CCCN3C2c2ccccc2)cc1Cl (stereo not drawn)	-20	0	-2.2	2	6	34	-7	16	-2
COc1cc2cc(CN(Cc3nnnn3Cc3ccco3)C3CCCCC3)c(=O)[nH]c2cc1OC	4	-1	14	9	-7	4	4	2	14
COC(=O)[C@]12CCCCC=C1N(CCC1=CCCCC1)C(=O)[C@H](CC(=O)NCC1CCCCC1)C2	12	-1	x	1	8	x	-6	0	-6
CC(=O)NCCc1nc2cc(NC(=O)c3cccc([N+](=O)[O-])c3)ccc2n1C	x	2	7.1	x	14	16	-5	2	-7
COc1cccc(CNC(=O)C2CCN(S(=O)(=O)c3ccc(C)cc3)CC2)c1	-6	-3	0.8	19	8	-7	1	-13	-1
COc1ccc(CCC(=O)NC2CCCc3ccccc32)cc1OC (stereo not drawn)	-1	-2	-0.1	4	3	6	1	15	-1
COc1ccccc1OCC(=O)N/N=C/c1c(O)ccc2ccccc12	29	-5	x	8	-6	x	3	9	-4
O=C(Nc1cc(S(=O)(=O)N2CCOCC2)ccc1N1CCCC1)C1COc2ccccc2O1 (stereo not drawn)	-21	-3	-7.0	2	8	3	1	13	-4
